# pPAFAH inh: pPAFAH enzyme inhibitors, primary screen, biochemical, fluorescence polarization, human; AID 463082, 2010; recombinant pPAFAH, FP-rhodamine probe fluorescence polarization; inhibition, % at 3.39 µM; Platelet-activating factor acetylhydrolase (Homo sapiens), Q13093; actives 1.5% (n = 330,000);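 active means inhibition above the mean inhibition across the screen plus 3 SD, cut at about 25% in these data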;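 further: inhibitors block binding of the rhodamine activity-based probe so polarization drops; 0% = enzyme with DMSO and 100% = wells lacking pPAFAH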
# PME-1 inh: PME-1 inhibitors via competitive probe labeling, primary screen, biochemical, fluorescence polarization, FP-Rh probe, HTS | actives 0.53% (n = 320,000) | inhibition, % at 5.9 µM | AID 2130, 2009 | recombinant PME-1;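 active means inhibition above the campaign mean of all compounds plus 3 SD, cut at about 26% in these data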;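 further: competitive labeling of PME-1 active site by serine hydrolase directed probe; 0% = PME-1 with DMSO and 100% = wells lacking PME-1 enzyme; inhibitors block probe labeling so polarization falls and inhibition rises; many of its hits are not listed in these tables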
# LYPLA1 counter: LYPLA1 inhibitors, primary screen, counter-screen for PME1 inhibitor project, biochemical, fluorescence polarization, FP-Rh probe ABPP; Acyl-protein thioesterase 1 (Homo sapiens), O75608; recombinant LYPLA1; inhibition, % at 5.9 µM; actives 0.16% (n = 320,000); AID 2174, 2009;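 active means inhibition above the mean of all tested compounds plus 3 SD, set per campaign, cut at about 14% in these data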;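 further: inhibitors block serine hydrolase probe labeling of LYPLA1 so polarization falls; 0% = enzyme with DMSO and 100% = wells lacking LYPLA1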
# Target sequence (O75608 whole entry, looked up): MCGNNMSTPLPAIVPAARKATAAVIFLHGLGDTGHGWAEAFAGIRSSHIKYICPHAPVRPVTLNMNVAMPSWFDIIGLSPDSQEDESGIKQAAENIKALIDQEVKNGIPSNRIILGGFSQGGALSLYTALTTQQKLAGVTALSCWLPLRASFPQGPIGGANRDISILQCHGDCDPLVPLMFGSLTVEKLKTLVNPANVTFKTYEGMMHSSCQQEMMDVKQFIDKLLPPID
# Fam108B counter: mouse Fam108B serine hydrolase inhibitors, primary screen, counter-screen for RBBP9 inhibitor project, biochemical, fluorescence polarization; recombinant Fam108B, FP-Rh probe fluorescence polarization; inhibition, % at 9.51 µM; actives 0.33% (n = 300,000); AID 1947, 2009;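 active means inhibition above the screen mean inhibition plus 3 SD, computed separately per campaign, cut at about 18% in these data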;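 further: inhibitors lower polarization as less probe binds the enzyme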
# GSTO1 counter: inhibitors of recombinant GSTO1, primary screen, counter-screen for RBBP9 inhibitor project, biochemical, fluorescence polarization; Glutathione S-transferase omega-1 (Homo sapiens), P78417; activity-based probe fluorescence polarization; inhibition, % at 5.96 µM; actives 1.1% (n = 300,000);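 active means inhibition above the campaign mean inhibition plus 3 SD, cut at about 35% in these data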;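 further: 0% = GSTO1-1 with DMSO and 100% = wells lacking GSTO1-1 enzyme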
# PAFAH2 FP inh: PAFAH2 enzyme inhibitors, primary screen, biochemical, fluorescence polarization, human; Platelet-activating factor acetylhydrolase 2, cytoplasmic (Homo sapiens), Q99487; recombinant PAFAH2, FP-rhodamine activity probe; inhibition, % at 3.39 µM; actives 0.99% (n = 340,000); AID 492956, 2010;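 active means inhibition above the mean over all tested compounds plus 3 SD, cut at about 30% in these data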;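 further: inhibitors block probe labeling of enzyme so polarization drops; 0% = enzyme with DMSO and 100% = wells lacking PAFAH2 protein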
# PAFAH1B3 FP inh: PAFAH1B3 enzyme inhibitors, primary screen, biochemical, fluorescence polarization, human | recombinant PAFAH1B3, FP-rhodamine probe | inhibition, % at 3.39 µM | AID 492972, 2010 | Platelet-activating factor acetylhydrolase IB subunit alpha1 (Homo sapiens), Q15102 | actives 0.28% (n = 340,000);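 active means inhibition above the screen-wide average of all tested compounds plus 3 SD, cut at about 25% in these data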;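 further: 0% = enzyme with DMSO only and 100% = wells lacking PAFAH1B3 protein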
# PAFAH1B2 FP inh: PAFAH1B2 enzyme inhibitors, primary screen, biochemical, fluorescence polarization, human; Platelet-activating factor acetylhydrolase IB subunit alpha2 (Homo sapiens), P68402; recombinant PAFAH1B2, FP-rhodamine activity probe; inhibition, % at 3.39 µM; actives 1.2% (n = 340,000); AID 492953, 2010;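 active means inhibition above the mean of all tested compounds plus 3 SD, cut at about 24% in these data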;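 further: 0% = enzyme with DMSO and 100% = wells lacking PAFAH1B2; many of its hits are not listed in these tables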
# PAD4 FP inh: human PAD4 inhibitors, primary screen, biochemical, fluorescence polarization, 1536-well format. Protein-arginine deiminase type-4 (Homo sapiens), Q9UM07. inhibition, % at 6.36 µM. recombinant PAD4, RCA probe fluorescence polarization. actives 0.41% (n = 330,000);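 active means percent inhibition above a cutoff equal to the mean of all tested compounds plus 3 SD, cut at about 15% in these data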;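 further: 0% = PAD4 with RCA probe and DMSO and 100% = probe without PAD4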
# Target sequence (Q9UM07 whole entry, looked up): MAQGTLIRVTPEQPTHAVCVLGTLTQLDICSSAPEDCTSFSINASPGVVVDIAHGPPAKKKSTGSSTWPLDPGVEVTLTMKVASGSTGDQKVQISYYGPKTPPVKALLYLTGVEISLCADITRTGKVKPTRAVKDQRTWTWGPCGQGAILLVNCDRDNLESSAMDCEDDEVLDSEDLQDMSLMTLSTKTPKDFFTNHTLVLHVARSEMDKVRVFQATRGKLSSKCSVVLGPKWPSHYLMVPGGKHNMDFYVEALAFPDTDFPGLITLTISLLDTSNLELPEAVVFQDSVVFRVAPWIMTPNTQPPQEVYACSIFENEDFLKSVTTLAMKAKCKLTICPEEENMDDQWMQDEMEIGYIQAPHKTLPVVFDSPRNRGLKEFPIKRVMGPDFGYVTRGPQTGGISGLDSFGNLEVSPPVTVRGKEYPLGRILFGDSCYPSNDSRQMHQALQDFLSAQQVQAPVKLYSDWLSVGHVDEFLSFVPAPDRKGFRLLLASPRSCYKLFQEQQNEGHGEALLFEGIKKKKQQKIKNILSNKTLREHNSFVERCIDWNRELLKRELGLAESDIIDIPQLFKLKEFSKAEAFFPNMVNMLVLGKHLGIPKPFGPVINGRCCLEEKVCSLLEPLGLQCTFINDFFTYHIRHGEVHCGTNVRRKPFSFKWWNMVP
# An asterisk follows results filed as active; . = not tested or not shown. Not all compounds are listed (hit frequency here may not be typical).
SMILES,pPAFAH inh,PME-1 inh,LYPLA1 counter,Fam108B counter,GSTO1 counter,PAFAH2 FP inh,PAFAH1B3 FP inh,PAFAH1B2 FP inh,PAD4 FP inh
CCOC(=O)C1(C)NC(c2ccc(N(C)C)cc2)C2C(=O)N(c3ccc(OC)cc3)C(=O)C21 (centres undefined),5,1,1,-8,-1,0,8,1,-2
Cc1ccccc1NC(=O)CCN1CCN(C/C=C/c2ccccc2)CC1,1,4,3,0,3,-10,7,6,4
CS(=O)(=O)N1CCN(C(=O)COc2ccccc2)CC1,-1,-2,0,-3,0,7,8,8,1
COc1cc(OC)c(NS(=O)(=O)c2cc(C(=O)OCC(=O)NCC3CCCO3)ccc2OC)cc1Cl (centres undefined),-3,-2,-4,-4,7,71*,14,9,-2
COc1cc2c(=O)n(CCC(=O)NCC3CCCO3)c(=O)n(CC(=O)Nc3ccccc3C)c2cc1OC (centres undefined),-3,1,-2,-3,0,1,14,7,-6
C[C@H](CO)N1C[C@H](C)[C@H](CN(C)C(=O)Nc2cccc3ccccc23)Oc2c(NC(=O)c3ccc(-c4nccs4)cc3)cccc2C1=O,0,.,.,.,.,-3,7,4,-3
CCN(Cc1cc(=O)n2ccsc2n1)Cc1nc2ccccc2c(=O)[nH]1,2,-2,6,1,6,-2,9,-1,-3
COc1ccccc1C(c1nnnn1Cc1ccccc1)N1CCC(C(N)=O)CC1 (centres undefined),3,3,-3,3,7,7,-3,-6,-1
Cc1ccc(C(=O)c2cc([N+](=O)[O-])ccc2N2CCCCC2)c(C)c1,7,9,-5,1,8,1,2,2,-3
CC(C)CCNC(=O)C(C)N(Cc1ccc(F)cc1)C(=O)c1ccc(CN2CCCCC2)o1 (centres undefined),3,-4,2,0,3,-9,8,2,0
COc1cc(C(=O)Nc2ccc(C)cc2)c2ccccc2n1,6,-3,-5,1,-8,-7,6,2,1
CCN(CC)C(=O)CSc1ncnc2sccc12,3,-10,2,1,1,4,8,-2,0
FC(F)(F)c1ccc(Nc2nnnc3ccccc23)cc1,3,-9,5,-9,-7,1,11,-4,-3
CCCOc1ccc(C(=O)NC(=S)Nc2nc3ccccc3s2)cc1,1,-9,0,-1,-2,12,-5,1,-3
CCc1c(C)sc(NC(=O)OC)c1C(N)=O,8,2,0,1,-2,-7,1,-1,-5
CCCS(=O)(=O)N1CCN(Cc2ccncc2)CC1,-2,-7,-2,1,0,-2,-2,-2,2
Cc1onc(-c2c(F)cccc2Cl)c1C(=O)OCC(=O)c1c(N)n(C)c(=O)n(C)c1=O,8,1,2,3,-2,-3,5,2,0
O=C(COC(=O)c1ccc(NS(=O)(=O)c2cccs2)cc1O)NCc1ccccc1,5,8,4,7,-3,3,6,1,1
Cc1ccc(/C=N/NC(=O)c2ccc(NC(=O)c3ccc(Cl)cc3)cc2)o1,-4,-7,-5,-4,-3,2,-4,-1,4
COC(=O)c1c(C)[nH]c(C(=O)COC(=O)Cc2ccc3c(c2)OCCO3)c1C,0,-3,-1,3,2,7,4,3,-1
Cc1cc(OCC(=O)NC(C)C)cc(C)c1Br,6,1,-3,2,-6,-1,5,2,1
O=C(C1CCN(Cc2ccccc2O)CC1)N1CCN(Cc2ccc3c(c2)OCO3)CC1,-1,9,-1,-1,5,-3,2,2,4
CCCc1cc(=O)oc2c(CN3CCN(C)CC3)c(O)c(Cl)cc12,9,1,-5,-2,4,5,7,3,-5
O=c1cc(CO)occ1OCc1cccc(C(F)(F)F)c1,3,1,0,6,0,1,12,3,2
CCc1cc(C(=O)Cc2ccccn2)c(O)cc1O,3,-4,-1,1,4,0,2,3,-5
SMILES,pPAFAH inh,PME-1 inh,LYPLA1 counter,Fam108B counter,GSTO1 counter,PAFAH2 FP inh,PAFAH1B3 FP inh,PAFAH1B2 FP inh,PAD4 FP inh
COc1ccc(/C(O)=C2\C(=O)C(=O)N(CCN(C)C)C2c2cc(OC)c(OC)c(OC)c2)c(C)c1 (centres undefined),3,3,0,1,-2,3,4,-2,-1
O=C(NCCCN1CCCC1=O)Nc1ccc(Br)cc1Cl,2,0,0,-2,13,-2,-5,2,0
Cc1ccc(OS(=O)(=O)c2ccccc2)c(/C=N/N=C2\NC(=O)C(C)S2)c1 (centres undefined),7,-4,-3,4,-5,1,1,8,6
O=C(NCc1cccs1)c1ccc(S(=O)(=O)N2CCOCC2)cc1,0,7,-2,4,-7,1,3,4,-4
CCC(C)(C(=O)NC1CCCCC1)N(Cc1cccs1)C(=O)c1ccccn1 (centres undefined),-2,-1,1,-6,10,5,1,4,-5
COCCCNc1nc2nonc2nc1N1CCN(Cc2cccc(C)c2)CC1,0,-6,-5,-5,3,3,0,-3,-4
CC1CCCN(C(=O)C2CCN(S(=O)(=O)c3cccc4nsnc34)CC2)C1 (centres undefined),2,1,0,3,2,2,1,1,2
O=C(NCc1ccccc1)C(=O)NCC(c1ccco1)N1CCN(c2ccccc2F)CC1 (centres undefined),2,-8,3,-3,4,7,5,2,1
CN(CCCC(=O)NCc1ccc2c(c1)OCO2)S(=O)(=O)c1ccc([N+](=O)[O-])cc1,5,1,5,0,5,8,-2,2,-2
CN(C)CCNC(=O)Cn1nc(-c2ccc(Cl)cc2)ccc1=O,4,-2,4,3,4,-1,3,0,1
COc1cccc(CN2CC(C(=O)N(C)Cc3nc4ccc(F)cc4[nH]3)CCC2=O)c1 (centres undefined),-4,-5,-1,2,8,5,0,1,-2
CC(C)NC(=O)c1ccc2c3n(nc2c1)-c1ccc(Cl)cc1CO3,5,1,-9,-4,-2,1,10,4,2
Cc1ccc(-c2csc3nc[nH]c(=O)c23)cc1C,6,1,-2,6,-1,3,5,1,-3
CC1(C)Cc2ccccc2-c2nnnn21,2,3,3,-2,-4,-6,4,7,-1
COc1ccccc1CN1CCNC(=O)C1CC(=O)NCc1cn(C)nc1C (centres undefined),5,1,4,1,0,8,2,2,0
N#C/C(=C\c1ccc(Cl)cc1)c1nc2ccccc2o1,0,1,-4,-2,-3,8,-3,-3,-8
Cc1ccsc1C(C(=O)NC1CCCCC1)N(C(=O)Cc1cccs1)C1CC1 (centres undefined),-5,5,0,-1,-4,-1,14,-2,-3
COCCSc1ccccc1C(=O)NCC1CCCO1 (centres undefined),-2,7,2,3,8,3,6,3,0
O=S(=O)(C(=CNc1ccccc1)S(=O)(=O)c1ccccc1)c1ccccc1,-6,12,-1,-7,7,-1,0,1,0
NC(=Nc1ccc(Cl)cc1)c1ccccc1,-6,0,4,-3,-3,0,3,3,-2
COc1ccccc1N1CCN(C(=O)CCCN2C(=O)c3cccc4cccc(c34)C2=O)CC1,-3,2,1,1,2,1,9,1,-4
CCN(CC)CC(=O)Nc1ccc([N+](=O)[O-])cc1,6,-8,2,-6,-4,-1,9,1,-3
Cc1cccc(-c2nc(C)cc(=O)[nH]2)c1,4,-4,3,4,2,3,-1,3,3
CSc1oc(-c2ccc(F)cc2)nc1S(=O)(=O)c1ccc(F)cc1,-6,2,-2,-2,-7,-7,-3,8,0
C/C(=N\NC(=O)c1cccc([N+](=O)[O-])c1)c1cccc(NC(=O)C2CC2)c1,8,3,3,0,6,-8,0,8,2
SMILES,pPAFAH inh,PME-1 inh,LYPLA1 counter,Fam108B counter,GSTO1 counter,PAFAH2 FP inh,PAFAH1B3 FP inh,PAFAH1B2 FP inh,PAD4 FP inh
CNC(=O)COC(=O)c1cc(SC)ccc1Cl,0,2,2,1,3,0,11,1,-5
O=C(Nc1c(C(=O)NCc2ccco2)cnn1-c1ccccc1)c1cccc(F)c1,0,-2,0,-1,1,4,-3,3,-3
COc1ccc([N+](=O)[O-])cc1NC1CCN(C(=O)c2cccs2)CC1,6,11,-1,-2,1,7,5,0,0
CCCCCn1c(=N)c(S(=O)(=O)c2ccc(Br)cc2)cc2c(=O)n3cccc(C)c3nc21,1,-7,-2,0,-1,4,-2,8,-1
CC1CCCCC1Nc1nc2ccc(Cl)cc2n2cnnc12 (centres undefined),4,1,-8,-1,-6,-1,2,5,-1
CCOC(=O)C1=NNC2C(=O)N(C3CCCCC3)C(=O)C12 (centres undefined),5,2,-2,-3,0,3,-2,2,-4
O=C(CCCCCNC(=O)N1CCn2c1nc1ccccc12)NCc1ccccc1,-2,3,-1,1,-8,10,8,-1,1
Cc1ccccc1C(=O)N1CCN(c2ccc([N+](=O)[O-])c(N3CCOCC3)c2)CC1,5,3,-3,-1,-2,1,4,1,1
CCSc1ccc(-c2nn(-c3ccccc3)cc2/C=C(/C#N)C(=O)NC)cc1,3,0,-3,-8,-16,-3,5,-4,16*
Cc1ccc(-n2nc(-c3ccccc3)cc2Nc2ccccc2N)cc1,9,10,0,8,0,2,1,0,1
O=C(Nc1ccon1)c1cc(-c2ccccc2)nc2ccccc12,4,-1,-4,2,1,-3,-1,4,5
Cc1ccc(C2=Nc3cccnc3C(c3ccccc3)=NN2)cc1,2,-3,-3,3,12,5,9,-2,-4
CC(Oc1cccc(Cl)c1)C(=O)N1CCN(c2ncccn2)CC1 (centres undefined),1,5,3,.,.,6,9,5,2
Cc1cc(-c2nn(-c3ccccc3F)cc2CN2CCCC(C(N)=O)C2)c(C)s1 (centres undefined),3,-1,3,2,-1,5,3,8,-1
CCOc1ccc(S(=O)(=O)Nc2ccc(S(=O)(=O)N3CCCC3)cc2)cc1,4,2,0,-1,13,0,16,6,1
c1ccc(Oc2cccc(CN3CCOCC3)c2)cc1,9,-2,-1,4,1,-8,8,-1,0
COc1ccc(OC)c(NC(=O)CN2CCC(C(=O)c3ccc(C)cc3)CC2)c1,29*,6,4,0,5,-7,7,0,-6
O=C(CCc1nnc(-c2ccccc2)o1)NCC1CCN(C2CCCC2)CC1,6,-5,3,-5,-5,-2,2,-3,-2
Cc1ccc(N=C2NC(=O)CS2)cc1C,-2,0,-4,3,-3,6,0,5,-1
Cn1c(SCc2ccccc2)nnc1-c1ccc2c(c1)OCO2,6,1,-1,0,-1,2,3,-3,3
CC(=O)Nc1cccc(NC(=O)C2CCCN2C(=O)Nc2cccc(C)c2)c1 (centres undefined),7,1,1,0,6,-4,2,-4,2
C/C(=N\NC(=O)c1nnn(-c2nonc2N)c1CN1CCC(C)CC1)c1cccc(Br)c1,0,-2,-1,-6,-5,-1,8,-3,-5
CN(C)S(=O)(=O)c1ccc(N2CCCC2)c(C(=O)Nc2nccs2)c1,5,.,.,.,.,1,7,7,-3
COc1ccc(N2CCOCC2)c(NC(=O)c2cccnc2)c1,3,-2,-3,-1,2,-2,-4,-2,0
